RPL19A-GFP yeast: modulators of TOR pathway RPL19A-GFP in S. cerevisiae. actives 0.3% (n = 330,000). percent response vs DMSO, % at 10 µM. S. cerevisiae RPL19A-GFP strain, flow cytometry, 3 h; hits give low values. AID 2025;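 active means percent response vs DMSO below 50%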;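 further: median channel GFP fluorescence of the barcoded RPL19A-GFP strain; ratio of sample median GFP to plate DMSO average so 100% = DMSO; lower means less RPL19A-GFP as with rapamycin TOR inhibition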
CR mimetic SO: lowers age-related superoxide in aged yeast cells. superoxide response (% of plate mean), % at 10 µM. AID 2690. actives 0.18% (n = 330,000). S. cerevisiae aged cells, superoxide DHE fluorescence; hits give low values;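 active means superoxide response under a set limit, about three screen SD below normal, cut at about 65% in these data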;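 further: yeast aged for seven days with compound at 30 °C before DHE staining; 100% = average MFI of all compound-treated wells on the plate with controls excluded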
CIT2-GFP yeast: yeast TOR pathway CIT2-GFP modulation; actives 0.065% (n = 320,000); S. cerevisiae CIT2-GFP strain, flow cytometry, 3 h; 100 means same as DMSO wells; GFP response vs DMSO, % at 10 µM;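 active means GFP response relative to DMSO above a set limit, near the screen mean plus 3 SD, cut at about 150% in these data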;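 further: ratio of well median GFP fluorescence to mean of DMSO wells on the plate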
LAP4 TOR yeast: yeast TOR pathway LAP4-GFP modulation; S. cerevisiae LAP4-GFP multiplex, flow cytometry GFP, 3 h; median GFP as percent of DMSO wells; GFP response vs DMSO, % at 10 µM; actives 0.34% (n = 320,000); AID 2023;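 active means GFP response vs DMSO above a set limit, about the screen mean plus 3 SD, cut at about 150% in these data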
AGP1 TOR yeast: alters AGP1-GFP fluorescence in TOR pathway yeast screen; S. cerevisiae AGP1-GFP multiplex flow cytometry, 3 h; GFP as percent of DMSO wells; GFP response vs DMSO, % at 10 µM; actives 0.02% (n = 320,000);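 active means GFP response relative to DMSO above a set limit, near screen average plus 3 SD, cut at about 150% in these data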;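 further: median GFP channel fluorescence of the gated AGP1 strain per well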
Efflux pump inh: antifungal efflux pump inhibition, Nile Red retention | S. cerevisiae Candida pump triplex | inhibition, % at 10 µM | actives 0.44% (n = 330,000) | AID 485275;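 active means plate passing quality check with inhibition over a set limit, or well fluorescence over plate mean plus 4 SD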;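 further: Nile Red retained in pooled yeast measured as flow cytometry median fluorescence; 0% = buffer negative control and 100% = Enniatin B positive control; higher means more Nile Red kept so more efflux inhibition; some compounds called inactive have numbers as strong as hits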
MEP2-GFP yeast: alters MEP2-GFP fluorescence in TOR pathway yeast screen | S. cerevisiae MEP2-GFP strain, flow cytometry GFP, 3 h; 100% = DMSO control level | GFP response vs DMSO, % at 10 µM | actives 0.51% (n = 330,000) | AID 2016;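 active means GFP response versus DMSO above a set limit, roughly screen mean plus 3 SD, cut at about 180% in these data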;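 further: median GFP fluorescence of the barcode-gated MEP2-GFP cells per well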
AHR activator: activates the human aryl hydrocarbon receptor; AID 2796; AHR-responsive luciferase reporter cells, luminescence; actives 2.5% (n = 320,000); activation, % at 5 µM; in the data active means activation above about 47%;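 further: 0% = vehicle wells and 100% = reference agonist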
Target sequence (P35869 whole entry, looked up): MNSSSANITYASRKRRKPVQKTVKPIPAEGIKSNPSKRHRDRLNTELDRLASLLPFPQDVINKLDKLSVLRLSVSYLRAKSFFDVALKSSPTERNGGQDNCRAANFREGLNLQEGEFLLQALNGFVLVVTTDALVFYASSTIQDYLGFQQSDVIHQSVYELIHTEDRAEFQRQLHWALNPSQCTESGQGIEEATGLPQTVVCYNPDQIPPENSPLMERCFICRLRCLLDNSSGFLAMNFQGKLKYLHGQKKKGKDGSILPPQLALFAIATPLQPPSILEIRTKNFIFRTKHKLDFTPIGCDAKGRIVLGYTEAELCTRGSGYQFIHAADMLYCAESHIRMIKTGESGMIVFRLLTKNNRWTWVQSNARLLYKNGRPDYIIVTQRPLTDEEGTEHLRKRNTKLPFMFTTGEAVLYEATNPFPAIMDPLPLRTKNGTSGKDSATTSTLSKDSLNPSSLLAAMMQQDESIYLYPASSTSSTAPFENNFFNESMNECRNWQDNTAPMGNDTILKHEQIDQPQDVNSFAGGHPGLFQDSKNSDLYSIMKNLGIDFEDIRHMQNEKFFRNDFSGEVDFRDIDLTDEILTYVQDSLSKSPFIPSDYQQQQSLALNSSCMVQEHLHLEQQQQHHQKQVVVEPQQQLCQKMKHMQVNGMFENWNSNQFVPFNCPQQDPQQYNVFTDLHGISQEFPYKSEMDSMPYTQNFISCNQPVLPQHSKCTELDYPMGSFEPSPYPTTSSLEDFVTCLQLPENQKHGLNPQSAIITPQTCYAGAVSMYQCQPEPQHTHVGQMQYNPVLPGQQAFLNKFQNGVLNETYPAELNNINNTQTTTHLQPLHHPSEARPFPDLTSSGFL
Numbers without * were called inactive; · = not tested or not shown.

SMILES	RPL19A-GFP yeast	CR mimetic SO	CIT2-GFP yeast	LAP4 TOR yeast	AGP1 TOR yeast	Efflux pump inh	MEP2-GFP yeast	AHR activator
O=C(NC1CCCCCC1)c1cc(S(=O)(=O)N2CCOCC2)ccc1F	101	90	107	99	103	-0.1	103	4
O=C(Oc1cccc2cccnc12)c1ccc(Br)o1	101	103	103	103	106	-0.1	103	4
COc1cc(CNC(=O)c2ccc3c(c2)S(=O)(=O)c2ccccc2C3=O)cc(OC)c1	104	90	107	105	99	-0.1	92	2
CCn1c(C)c(C(C)=O)c(NCc2ccccc2)nc1=S	102	110	102	108	106	0.0	111	22
CC(=O)Nc1ccc(S(=O)(=O)/N=C2\C(=O)c3ccccc3C([O-])=C2n2cc[n+](-c3ccccn3)c2)cc1	102	121	101	103	106	-0.1	96	25
Cc1cc(/C(N)=N/OC(=O)c2ccc(Cl)cc2)no1	100	90	90	128	106	-0.1	109	-5
O=C1CCc2cc(S(=O)(=O)NC(Cc3ccccc3)C(=O)NC3CCCC3)ccc2N1 (stereo not drawn)	102	115	105	105	106	0.1	111	-2
O=C(CCCOc1ccc(Cl)cc1Cl)NNC(=O)c1ccc(NC(=O)c2ccccc2)cc1	104	99	105	93	96	0.0	112	2
CC(C)(C)OC(=O)N1CCC[C@H]1c1nnc(SCc2ccc(Cl)cc2Cl)o1	100	91	110	102	98	0.0	101	-1
O=C(CNC(=O)c1ccccc1F)N/N=C/c1cc(Br)ccc1OCc1ccccc1	102	89	102	90	99	-0.1	102	10
COc1ccc(NS(=O)(=O)/C=C/c2ccccc2)cc1	103	84	102	96	98	0.0	100	-6
CCOc1ccc(NC(=O)CC2C(=O)N(CC)C(=S)N2CCNC(C)=O)cc1 (stereo not drawn)	107	113	103	90	102	-0.1	106	-1
Cc1ccc(S(=O)(=O)N(CC(=O)NCc2ccncc2)Cc2ccc(F)cc2)cc1	107	99	91	88	96	-0.9	95	0
COCCCNc1nc2cc(OC)c(OC)cc2c2nc(-c3ccccc3)nn12	103	82	94	107	93	0.1	114	9
O=C(Cn1nnc(-c2ccccc2)n1)NNC(=O)c1cccc([N+](=O)[O-])c1	102	98	105	97	105	-0.2	103	0
Cc1ccc(N/N=C2\CS(=O)(=O)N(C)c3ccsc32)cc1	101	111	92	117	97	0.4	97	41
O=C(CNC(=O)c1ccc(S(=O)(=O)N2CCCC2)cc1)N/N=C/c1ccccc1	104	105	111	98	105	-0.2	106	13
COC(=O)c1ccc(C(=O)N(CCN(C)C)c2nc3c(Cl)cccc3s2)cc1	97	113	110	109	110	-0.1	105	7
CCc1cccc(NC(=O)CCCn2nc(CC)n3c(cc4occc43)c2=O)c1	101	99	97	101	102	-0.1	98	-1
CCS(=O)(=O)c1ccc(NC(=O)c2ccccc2Cl)c(O)c1	108	91	107	106	112	0.0	110	42

Only LAP4 TOR yeast, RPL19A-GFP yeast and CR mimetic SO, for two of the compounds above:
canonical_smiles | LAP4 TOR yeast | RPL19A-GFP yeast | CR mimetic SO
O=C(Cn1nnc(-c2ccccc2)n1)NNC(=O)c1cccc([N+](=O)[O-])c1 | 97 | 102 | 98
Cc1ccc(N/N=C2\CS(=O)(=O)N(C)c3ccsc32)cc1 | 117 | 101 | 111

Further compounds follow.
SMILES	RPL19A-GFP yeast	CR mimetic SO	CIT2-GFP yeast	LAP4 TOR yeast	AGP1 TOR yeast	Efflux pump inh	MEP2-GFP yeast	AHR activator
O=C(NCC1(c2ccccc2)CCCC1)c1ccc(Br)cc1	104	97	91	103	99	0.1	101	9
O=C(CS(=O)(=O)c1ccccc1)N(CCCN1CCOCC1)c1nc2c(F)cccc2s1	101	93	100	103	106	0.0	102	5
Cc1csc(SCC(=O)NC(=O)NCCC(C)C)n1	97	95	100	87	94	0.0	97	3
Nc1c(N(Cc2ccco2)C(=O)COc2ccccc2F)c(=O)[nH]c(=O)n1Cc1ccccc1	101	95	97	105	104	0.1	99	-1
COC(=O)c1ccc(C)c(NC(=O)CCSc2ccccc2)c1	101	87	·	96	99	-0.1	108	-2
CSc1ncccc1C(=O)OCc1ccc(Br)cc1	124	86	112	118	108	0.5	111	1
O=C(OC1CCCCC1=O)c1cc(=O)c2ccccc2o1 (stereo not drawn)	99	90	101	99	103	0.0	100	0
CN(C)CC(C)(C)CNC(=O)c1cc(=O)c2ccccc2o1	107	101	106	97	116	-0.1	116	0
N#Cc1ccccc1CSc1nc(O)cc(=O)[nH]1	99	90	101	107	107	0.1	105	1
C#CCOCCOCCOCCNc1nc(N2CCOCC2)nc(N2CCN(C(=O)[C@H](CCCN=C(N)N)n3cc(C(N)[C@@H](C)CC)nn3)CC2)n1 (stereo partly drawn)	93	85	83	99	88	-0.2	99	0
O=C(CSc1nnc(-c2cccnc2)n1Cc1ccco1)N1c2ccccc2Sc2ccccc21	95	96	96	101	98	-0.1	98	0
Nc1ccc(S(=O)(=O)Nc2nc3ccccc3o2)cc1	105	87	100	92	101	0.2	102	4
COc1ccc(NC(=O)C(CC(=O)O)C(C)c2ccccc2)cc1 (stereo not drawn)	95	98	89	97	96	0.1	102	1
OCC[C@H]1C[C@H](O)[C@@H](O)[C@]2(Cc3ccccc3CO2)O1	96	109	73	98	78	0.2	88	-1
COc1cc(Cl)c(S(=O)(=O)NCCCN2CCOCC2)cc1Cl	94	87	101	102	99	0.1	102	-1
C[C@H]1NC(=O)[C@@]2(C)[C@@H](c3ccccc3)[C@H]3COc4ccccc4[C@H]3N2C1=O	93	81	94	97	94	0.0	93	1
CC(=O)Nc1ccc(C2=CC(=O)C[C@H](c3ccc(Cl)cc3)C2)cc1	94	96	77	120	85	0.5	96	3
COCCn1c(SCC(=O)Nc2sccc2C(N)=O)nc2cc(Cl)ccc2c1=O	96	108	96	95	100	0.0	99	8
O=[N+]([O-])c1cccc(-c2c(-c3ccccc3)ncc3cc(F)ccc23)c1	98	111	94	96	93	0.2	87	2
N#CCC(=O)N/N=C/c1ccc(Cl)cc1	106	96	105	103	107	0.1	108	6

Single values from the list:
Result of COc1ccc(NC(=O)C(CC(=O)O)C(C)c2ccccc2)cc1 (stereo not drawn) in LAP4 TOR yeast: 97
Result of CC(=O)Nc1ccc(C2=CC(=O)C[C@H](c3ccc(Cl)cc3)C2)cc1 in AHR activator: 3

Going on with the list.
SMILES	RPL19A-GFP yeast	CR mimetic SO	CIT2-GFP yeast	LAP4 TOR yeast	AGP1 TOR yeast	Efflux pump inh	MEP2-GFP yeast	AHR activator
COc1ccc(Cl)cc1N(CC(=O)Nc1ccccc1C(=O)N1CCOCC1)S(C)(=O)=O	99	100	103	91	98	-0.1	97	0
CCCCCCCNC(=O)CN1N=C(c2ccc(C)cc2)CCC1=O	105	122	101	91	86	-0.1	120	7
Cc1ccc(S(=O)(=O)/N=C(/Nc2ccccn2)c2ccc(Cl)cc2)cc1	103	102	109	106	100	-0.1	115	-3
Cc1ccc(-c2nn(-c3ccccc3)cc2/C=C(\C#N)C(=O)NCc2ccccc2)cc1	104	99	100	104	103	-0.1	99	-2
CCOc1ccc(NC(=O)COC(=O)c2cccnc2)cc1	102	96	91	104	101	0.5	99	1
CC1CCCN(C(=O)CCc2nnc(-c3ccc4c(c3)OCO4)o2)C1 (stereo not drawn)	104	111	104	103	100	0.2	113	14
CC(=O)Nc1ccc(S(=O)(=O)NCc2nc(-c3ccc(C)cc3)no2)cc1	103	89	103	96	104	0.0	105	-2
O=C(COC(=O)c1ccc(N2CCCC2=O)cc1)NCc1ccco1	97	115	99	99	95	0.2	100	7
CN(CC(=O)Nc1ccccc1Cl)C(=O)COC(=O)c1ccc([N+](=O)[O-])cc1Cl	91	98	94	96	101	-0.1	94	-1
CN(C)S(=O)(=O)c1cccc(NC(=O)c2cc3c(=O)n4ccccc4nc3s2)c1	105	104	97	103	101	0.0	107	-1

Full records, looked up by structure. Order of values: RPL19A-GFP yeast	CR mimetic SO	CIT2-GFP yeast	LAP4 TOR yeast	AGP1 TOR yeast	Efflux pump inh	MEP2-GFP yeast	AHR activator
Record of O=C(COC(=O)c1ccc(N2CCCC2=O)cc1)NCc1ccco1 → 97	115	99	99	95	0.2	100	7
Record of O=[N+]([O-])c1cccc(-c2c(-c3ccccc3)ncc3cc(F)ccc23)c1 → 98	111	94	96	93	0.2	87	2
Record of O=C(CS(=O)(=O)c1ccccc1)N(CCCN1CCOCC1)c1nc2c(F)cccc2s1 → 101	93	100	103	106	0.0	102	5
Record of O=C(CSc1nnc(-c2cccnc2)n1Cc1ccco1)N1c2ccccc2Sc2ccccc21 → 95	96	96	101	98	-0.1	98	0
Record of O=C(Cn1nnc(-c2ccccc2)n1)NNC(=O)c1cccc([N+](=O)[O-])c1 → 102	98	105	97	105	-0.2	103	0

(continued)
SMILES	RPL19A-GFP yeast	CR mimetic SO	CIT2-GFP yeast	LAP4 TOR yeast	AGP1 TOR yeast	Efflux pump inh	MEP2-GFP yeast	AHR activator
Cn1c(SC/C=C/c2ccccc2)nnc1-c1cccs1	101	102	93	101	96	0.1	97	-14
O=[N+]([O-])c1cc([N+](=O)[O-])c(Oc2cncc(Cl)c2)cc1NC1CCCCCCC1	92	101	99	92	96	-0.1	101	-2
O=C(c1cccs1)N1CCN(c2nnc(-c3ccccc3)c3ccccc23)CC1	96	97	88	91	94	0.1	95	1
Cc1cc(C)nc(Nc2n[nH]c(COc3ccccc3)n2)n1	62	112	101	88	25	0.4	167	1
Cc1nc2sc(C(c3ccc(F)cc3)N3CCN(C(=O)c4ccco4)CC3)c(O)n2n1 (stereo not drawn)	96	85	98	91	98	0.0	100	-1
CCCN(CCC)S(=O)(=O)c1ccc(NS(=O)(=O)c2ccc(F)cc2)cc1	104	102	97	113	106	0.0	109	-3
Cc1ccc2nc3c(cc2c1)c(NC(=O)c1ccco1)nn3CC(C)C	91	90	90	103	99	0.0	94	28
COc1ccc2c(c1)c1nnc(SCC(=O)NC3CC3)nc1n2C	97	95	101	97	103	-0.3	96	72*
O=C(Nc1ccc(F)cc1)c1cccc(N2C(=O)C3C4CCC(C4)C3C2=O)c1 (stereo not drawn)	98	95	106	101	104	-0.3	103	7
CN(C)S(=O)(=O)c1ccc(C(=O)Nc2ccc3ncccc3c2)cc1	99	93	94	101	102	0.1	102	-6
CCCCCCCC(=O)NC1=NC(=O)C(C)(C)S1	98	93	98	107	106	-0.1	99	-1
C=CCn1c(-c2cccc(Cl)c2)n[nH]c1=S	95	97	100	93	96	-0.1	100	-3
O=C(Nc1ccccn1)c1ccc(S(=O)(=O)N2CCCC2)cc1	99	98	94	104	107	0.0	99	1
O=C(Nc1cccc([N+](=O)[O-])c1)C1COc2ccccc2O1 (stereo not drawn)	99	101	96	99	97	0.2	100	-1
Cc1ccccc1CN1C(=O)C(O)(CC(=O)c2ccncc2)c2ccccc21 (stereo not drawn)	106	109	105	121	108	0.1	121	0
CCSc1nnc(CNC(=O)C23CC4CC(CC(C4)C2)C3)n1C1CCCCC1	104	104	95	103	96	0.5	101	4
